Scp-1 inhibitor – Scp-1 phosphatase inhibitors, primary screen, biochemical, colorimetric, uHTS. Carboxy-terminal domain RNA polymerase II polypeptide A small phosphatase 1 (Homo …. Recombinant Scp1, phosphopeptide, malachite green phosphate absorbance. inhibition, % at 20 µM. 0.88% of 340,000 active. AID 493091, 2011;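 active = inhibition above about 50% at 20 µM, limit read from the data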;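 note: plate controls were DMSO wells with enzyme for no effect and wells lacking enzyme for full effect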
Target sequence (Q9GZU7 76-261 limits assumed): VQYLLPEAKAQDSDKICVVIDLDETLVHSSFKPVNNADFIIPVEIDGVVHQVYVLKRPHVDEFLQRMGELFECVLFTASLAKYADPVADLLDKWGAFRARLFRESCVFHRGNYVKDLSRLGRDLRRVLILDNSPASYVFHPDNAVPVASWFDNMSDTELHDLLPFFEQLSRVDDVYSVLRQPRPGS
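Test system: SCP-1 phosphatase catalytic domain, residues 76-261 | Compound dosing: One concentration, 20 µM, with 1.0% DMSO | Schedule: 45 min room-temperature reaction, 5 min colour, 30 min stabiliser | Detection: Absorbance at 630 nm | Read-out basis: % inhibition of SCP-1 phosphate liberation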
NadD inh – inhibitors of S. aureus NadD, primary screen, biochemical, colorimetric, uHTS. purified NadD enzyme, colorimetric absorbance read-out. inhibition, % at 20 µM. 0.78% of 360,000 active. AID 602399, 2012; in the data active = inhibition above about 26%; note: some compounds past the cut are filed as inactive
SUMO1-SIM PPI – modulators of SUMO1 protein-protein interactions, primary screen, biochemical, uHTS; SUMO1 binding to a labelled peptide, TR-FRET, 1 h; Small ubiquitin-related modifier 1 (Homo sapiens), P63165; 0.33% of 360,000 active; inhibition, % at 20 µM; AID 602429, 2012; in the data active = inhibition above about 37%
LMPTP block – LMPTP phosphatase inhibitors, primary screen, biochemical, fluorescence intensity, uHTS. Low molecular weight phosphotyrosine protein phosphatase (Homo sapiens), P24666. recombinant LMPTP-A, OMFP fluorogenic substrate. inhibition, % at 20 µM. 0.22% of 360,000 active. AID 651560, 2012;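 active = compounds that cut the enzyme signal by at least half of the control window in the single-dose screen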;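 note: plate controls were DMSO wells with enzyme plus substrate for no effect and substrate without enzyme for full effect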
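Test system – LMPTP-A phosphatase enzyme · Quantity – 0.625 nM LMPTP-A final · Reagent – OMFP substrate, 400 µM final · Dosing – one test concentration per compound, 20 µM, with 3% DMSO overall · Timing – 50 min enzyme reaction at room temperature, protected from light · Detection – fluorescence intensity · Controls – substrate-only low control, DMSO enzyme-plus-substrate high control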
DNMT1 inh – human DNMT1 methyltransferase inhibitors, primary screen, biochemical, molecular beacon, fluorescence, HinP1I cleavage, uHTS; DNA (cytosine-5)-methyltransferase 1 (Homo sapiens), P26358; inhibition (reported as % activation of signal), % at 10 µM; 0.83% of 360,000 active; AID 588458, 2011; in the data active = inhibition above about 50%
NRP1-CendR mod – modulators of CendR peptide binding to NRP-1, primary screen, biochemical, fluorescence polarization, uHTS | AID 602438, 2012 | 0.85% of 360,000 active | inhibition, % at 25 µM | FAM-RPARPAR peptide binding to NRP-1;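 active = inhibition or corrected inhibition above about 18%, plus a signal ratio from 0.5 to 1.5, limit read from the data, passing the limit was not always enough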; note: strong numbers were not always called active
Target sequence (O14786 whole entry, looked up): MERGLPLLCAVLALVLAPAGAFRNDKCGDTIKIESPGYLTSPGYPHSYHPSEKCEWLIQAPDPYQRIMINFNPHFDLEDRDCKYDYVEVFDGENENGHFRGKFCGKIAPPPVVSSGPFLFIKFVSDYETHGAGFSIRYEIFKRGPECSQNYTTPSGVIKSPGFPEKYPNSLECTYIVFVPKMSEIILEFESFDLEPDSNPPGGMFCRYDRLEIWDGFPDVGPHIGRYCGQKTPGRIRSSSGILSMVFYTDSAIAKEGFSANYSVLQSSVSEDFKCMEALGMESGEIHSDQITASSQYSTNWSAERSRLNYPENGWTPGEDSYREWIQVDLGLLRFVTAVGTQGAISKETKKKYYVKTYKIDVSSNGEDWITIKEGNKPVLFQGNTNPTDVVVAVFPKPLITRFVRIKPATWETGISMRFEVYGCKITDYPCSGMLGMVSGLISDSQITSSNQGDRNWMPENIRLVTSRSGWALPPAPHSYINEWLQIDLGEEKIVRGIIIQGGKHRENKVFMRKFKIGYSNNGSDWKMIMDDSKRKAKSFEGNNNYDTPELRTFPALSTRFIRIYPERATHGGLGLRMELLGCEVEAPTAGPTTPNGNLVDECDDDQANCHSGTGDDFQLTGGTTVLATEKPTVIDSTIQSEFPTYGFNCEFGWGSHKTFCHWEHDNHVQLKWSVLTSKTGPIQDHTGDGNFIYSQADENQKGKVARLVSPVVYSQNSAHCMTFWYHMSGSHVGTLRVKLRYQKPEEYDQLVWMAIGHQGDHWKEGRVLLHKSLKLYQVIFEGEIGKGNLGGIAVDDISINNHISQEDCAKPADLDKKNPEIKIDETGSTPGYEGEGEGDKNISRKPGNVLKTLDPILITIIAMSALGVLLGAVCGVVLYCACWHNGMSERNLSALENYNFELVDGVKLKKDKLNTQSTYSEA
Rpn11 block – Rpn11 (PSMD14) deubiquitinase inhibitors, primary screen, biochemical, fluorescence polarization, uHTS. 26S proteasome non-ATPase regulatory subunit 14 (Homo sapiens), O00487. human 26S proteasome, Ub4-pepOG fluorescence polarization; 20S core pre-blocked with epoxomicin. calls only at 20 µM. 0.59% of 360,000 active. AID 588493, 2011;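 active = inhibition at 20 µM, scaled to each plate's controls, above about 33%, limit read from the data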
SKN-1 block – suppressors of acrylamide-induced Pgst-4::GFP reporter in worms, primary screen, SKN-1 inhibitor project, whole organism, uHTS, GFP/RFP fluorescence ratio, strain VP596; C. elegans VP596 Pgst-4::GFP/RFP ratio, 24 h; inhibition, % at 21.8 µM; 0.49% of 360,000 active;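 active = interference check ratio from 0.5 to 1.5 plus GFP to RFP signal ratio inhibition reaching or exceeding a fixed threshold, cut at about 30% in these data, passing the limit was not always enough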; note: some compounds called inactive have numbers as strong as hits
STEP inh – STEP phosphatase inhibitors, primary screen, biochemical, fluorescence intensity, uHTS. Tyrosine-protein phosphatase non-receptor type 5 (Homo sapiens), P54829. recombinant STEP, OMFP fluorogenic substrate. AID 588621, 2011. 0.25% of 360,000 active. inhibition, % at 20 µM;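 active = inhibition at 20 µM, scaled per plate between control wells, above about 37%, limit read from the data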;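 note: 0% = DMSO with enzyme and substrate and 100% = substrate only without enzyme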
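System: STEP phosphatase, cell-free reaction; Buffer or medium: Bis-Tris pH 6.0 buffer with DTT, detergent; Incubation: 20 min at room temperature, dark; Measured by: fluorescence, 480/540 nm.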
MT1-MMP act inh – blockers of MT1-MMP proenzyme processing, primary screen, HT1080 RFP-PRO-GFP cells, GFP/RFP fluorescence | GFP/RFP ratio change, % at 20 µM | 0.061% of 360,000 active | AID 651647, 2012 | Matrix metalloproteinase-14 (Homo sapiens), P50281 | GFP/RFP ratio fluorescence, overnight; percent of plate control window, DMSO zero;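 active = GFP/RFP ratio change of at least 30% with cell ATP level not reduced by more than half and red fluorescence within 50% of control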; note: strong numbers were not always called active
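Assay system: HT1080 cells carrying an RFP-PRO-GFP reporter | Dosing: Single dose of 20 µM compound, 1% DMSO final | Incubation: Cells overnight before dosing, compound overnight, 37 °C, 5% CO2 | Evaluation: GFP/RFP fluorescence ratio | Control set: DMSO and RFP-L50D-GFP cell wells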
Active calls of the source: *; i = inactive; nt = no result given.

Scp-1 inhibitor | NadD inh | SUMO1-SIM PPI | LMPTP block | DNMT1 inh | NRP1-CendR mod | Rpn11 block | SKN-1 block | STEP inh | MT1-MMP act inh | molecule
-2 | 12 | 0 | 0.6 | -5 | 5 | i | -2 | 0 | 2 | O=C(Cn1c2c(sc1=O)C1c3ccccc3OCC1CS2)Nc1ccc(Cl)c(Cl)c1 (configuration not stated)
-8 | 0 | 2 | 0.8 | -2 | -1 | i | 7 | -1 | 2 | COc1ccccc1CNC(=O)COC(=O)Cc1c(Cl)cccc1Cl
3 | -2 | 5 | -0.8 | 6 | -20 | i | -9 | 0 | -2 | Cc1cccnc1NC(=O)C1CCCN1S(=O)(=O)c1ccc(Cl)cc1 (configuration not stated)
0 | -5 | 0 | 1.0 | 1 | 3 | i | -24 | -2 | 5 | O=C(CSc1nnc(NC(=O)c2ccco2)s1)NC1CCCC1
-9 | -1 | 2 | -1.0 | 38 | 5 | i | -16 | -3 | -2 | Cc1cc(C(=O)NN)c(Cl)cc1Cl
5 | -2 | -7 | -0.8 | 2 | 4 | i | 16 | -2 | 0 | CCOC(=O)Cc1csc(/C(=N/O)C(N)=O)n1
-6 | 0 | -2 | -1.3 | 1 | 17 | i | 20 | 1 | 0 | O=C(CN1CCCCC1)Nc1nc(-c2ccccc2)cs1
1 | 2 | -6 | 3.2 | -2 | -28 | i | 3 | -1 | -1 | Cc1sc(-c2c(C#N)c(N)nc3c2CCCCCC3)cc1[N+](=O)[O-]
-4 | -11 | -2 | 0.9 | 0 | -2 | i | 14 | 0 | -2 | C=CCn1c(C(CC)CC)nc2ccccc21
nt | -3 | -1 | -3.2 | 0 | -18 | i | -6 | 3 | -2 | COc1ccccc1S(=O)(=O)N(C)C[C@@H]1OCc2cnnn2CCCC(=O)N([C@@H](C)CO)C[C@H]1C
-2 | 3 | -2 | -0.7 | 1 | 9 | i | 8 | -5 | 2 | CCc1ccc(NC(=O)CC2C(=O)N(c3cccc(OC)c3)C(=O)N2CCOC)cc1 (configuration not stated)
-5 | 6 | -16 | 1.5 | 0 | -2 | i | -7 | 0 | -2 | CCOC(=O)c1ccccc1OCc1cc(/C=N/NC(=O)c2ccncc2)ccc1OC
-2 | 10 | 5 | 2.5 | -1 | -7 | i | 10 | 2 | -10 | COc1ccc(C2/C=C\CN(S(=O)(=O)c3ccc(C)cc3)[C@H](Cc3ccccc3)C(=O)N2Cc2ccc(F)cc2)cc1 (some centres not stated)
0 | 12 | -3 | -1.5 | -28 | 20 | i | -3 | -2 | 1 | C[C@@H](NC(=O)c1nc[nH]c1C(=O)NCc1ccc(CNC(=O)OC(C)(C)C)cc1)c1ccccc1
-5 | -2 | -24 | 0.0 | 1 | 2 | i | 4 | 3 | -2 | C=CCNC(=O)/C(=C\c1ccc(OC)cc1)NC(=O)c1ccc([N+](=O)[O-])cc1

The list goes on.
Scp-1 inhibitor | NadD inh | SUMO1-SIM PPI | LMPTP block | DNMT1 inh | NRP1-CendR mod | Rpn11 block | SKN-1 block | STEP inh | MT1-MMP act inh | molecule
-1 | 7 | 13 | -10 | -3 | -11 | i | 13 | -2 | 2 | Cc1ccccc1-n1c(SCC(=O)Nc2ccccc2Cl)nc2n[nH]c(C)c2c1=N
1 | -1 | 0 | 0.4 | 3 | -2 | i | 14 | 2 | 0 | COc1ccccc1N1CCN(C(=O)Oc2ccccc2)CC1
-13 | 16 | 17 | -0.6 | 0 | -9 | i | -4 | 5 | -4 | Cc1noc(NS(=O)(=O)c2ccc(NC(=O)CSc3nc4c(cc3C#N)CCCCC4)cc2)c1C
-5 | 1 | -2 | -7.3 | 4 | -6 | i | 5 | 2 | 1 | c1ccc(CCn2nnnc2CN2CCN(C3CCCC3)CC2)cc1
13 | 4 | 2 | 4.4 | -2 | -2 | i | 15 | 1 | -9 | Cc1ccccc1CNC(=O)C1CCCN(c2nnc(C)c3c(C)n(-c4ccccc4)nc23)C1 (configuration not stated)
-7 | -2 | -8 | 1.2 | 4 | 6 | i | -13 | -1 | -4 | CCCCCCOc1ccc(/C=N/NC(=O)C2CC2)cc1
-1 | -1 | 0 | 1.0 | 2 | -2 | i | 8 | 13 | -6 | CC(c1ccon1)N(C)Cc1c(C(=O)N(C)Cc2ccccc2)nc2ccccn12 (configuration not stated)
nt | 0 | -2 | 2.1 | nt | 2 | nt | 11 | nt | -8 | COc1cc(OC)cc(C2=Cc3ccc(OC)cc3C(CC(C)=O)N2c2ccc(-c3cncnc3)cc2)c1 (configuration not stated)
-15 | 3 | -1 | -1.7 | -2 | 7 | i | -14 | -4 | 2 | CCOc1ccc(OCC)c(NC(=O)C2CCN(c3nn4c(=O)cc(C)nc4s3)CC2)c1
-11 | 19 | 3 | 1.5 | 2 | -6 | i | -3 | 0 | 4 | COc1ccc(-c2oc3ncn4nc(Cc5ccccc5)nc4c3c2-c2ccc(OC)cc2)cc1
-7 | -4 | 4 | 0.5 | 6 | 7 | i | 6 | 0 | 1 | O=C(NCc1ccco1)c1ccc(NC(=O)C2COc3ccccc3O2)cc1 (configuration not stated)
1 | -6 | -2 | -1.4 | 0 | -3 | i | -3 | 1 | 0 | O=C(Cn1c(=O)c2c3c(sc2n(Cc2ccccc2)c1=O)CCCC3)NCCO
-13 | -5 | 4 | -0.8 | 0 | 8 | i | 4 | -3 | 6 | Cc1cc(=O)[nH]c(Nc2cccc(Cl)c2C)n1
0 | -4 | 6 | 1.4 | 2 | -12 | i | -14 | 3 | 3 | COC(=O)c1sc(N2CCN(Cc3ccccc3)CC2)nc1N
-7 | -9 | -1 | -0.2 | 0 | -8 | i | 3 | -2 | -12 | CCCc1cc(NCCCN(C)C)n2c(nc3ccccc32)c1C#N

Shown with values under each structure: part of the list above
Sequence of screens – Scp-1 inhibitor	NadD inh	SUMO1-SIM PPI	LMPTP block	DNMT1 inh	NRP1-CendR mod	Rpn11 block	SKN-1 block	STEP inh	MT1-MMP act inh
- COc1cc(OC)cc(C2=Cc3ccc(OC)cc3C(CC(C)=O)N2c2ccc(-c3cncnc3)cc2)c1 (configuration not stated)
→ nt	0	-2	2.1	nt	2	nt	11	nt	-8
- O=C(NCc1ccco1)c1ccc(NC(=O)C2COc3ccccc3O2)cc1 (configuration not stated)
→ -7	-4	4	0.5	6	7	i	6	0	1
- CCCCCCOc1ccc(/C=N/NC(=O)C2CC2)cc1
→ -7	-2	-8	1.2	4	6	i	-13	-1	-4
- CC(c1ccon1)N(C)Cc1c(C(=O)N(C)Cc2ccccc2)nc2ccccn12 (configuration not stated)
→ -1	-1	0	1.0	2	-2	i	8	13	-6
- CCCc1cc(NCCCN(C)C)n2c(nc3ccccc32)c1C#N
→ -7	-9	-1	-0.2	0	-8	i	3	-2	-12
- c1ccc(CCn2nnnc2CN2CCN(C3CCCC3)CC2)cc1
→ -5	1	-2	-7.3	4	-6	i	5	2	1

(next part)
Scp-1 inhibitor | NadD inh | SUMO1-SIM PPI | LMPTP block | DNMT1 inh | NRP1-CendR mod | Rpn11 block | SKN-1 block | STEP inh | MT1-MMP act inh | molecule
-5 | -12 | -22 | -0.5 | 2 | -16 | i | 4 | 2 | 0 | CN(C)CCNC(=O)/C(=C/c1ccc(-c2cccc([N+](=O)[O-])c2)o1)NC(=O)c1ccccc1
3 | -4 | -2 | -0.3 | -2 | 2 | i | -33 | 2 | 7 | CC(=O)c1cccc(NC(=O)C2C3C=CC(C4CC34)C2C(=O)O)c1 (configuration not stated)
-5 | -1 | 5 | -0.3 | 2 | 1 | i | 23 | 2 | 3 | CCOc1cc(C(=O)N[C@@H](C)C(=O)N2CCC3(CC2)NCCc2[nH]cnc23)cc(OCC)c1OCC
-9 | -10 | -5 | 1.7 | -1 | 6 | i | 5 | 0 | -4 | COc1cccc(-n2nc(-c3ccnn3-c3cccc(Cl)c3)c(=O)n(C)c2=O)c1
-3 | 2 | 4 | -3.1 | -5 | 0 | i | 1 | 1 | 0 | Cc1cccc(C(=O)Nc2nnc(S(=O)(=O)N3CCC(C)CC3)s2)c1
4 | -3 | 4 | 0.1 | 1 | -7 | i | -8 | 0 | 4 | CC1CCCN(Cc2nc3c(c(=O)n(C)c(=O)n3C)n2CCc2ccccc2)C1 (configuration not stated)
-3 | 9 | -1 | 0.3 | -22 | 2 | i | 0 | 0 | -1 | COC(=O)c1ccccc1NC(=O)CNc1cc(OC)c(OC)cc1C
-5 | 1 | -11 | -0.8 | -1 | 6 | i | -3 | -19 | 7 | COc1ccc(CC(=O)Nc2ccc(/C(C)=N/NC(=O)c3cccc([N+](=O)[O-])c3)cc2)cc1
-3 | -2 | -2 | -1.3 | -3 | 6 | i | 5 | 0 | 2 | CN(C(=O)CSc1nnc(Nc2ccccc2)s1)C1CCS(=O)(=O)C1 (configuration not stated)
0 | -6 | 1 | -1.0 | -6 | -6 | i | 17 | 33 | 1 | CSCCC(NS(=O)(=O)c1cccs1)C(=O)NCc1ccc(C)cc1 (configuration not stated)
1 | 1 | -23 | -1.4 | 1 | -2 | i | -4 | 2 | 2 | CC(OC(=O)Cc1n[nH]c(=O)c2ccccc12)C(=O)Nc1cccc([N+](=O)[O-])c1 (configuration not stated)
-9 | -8 | -3 | -0.4 | -1 | 7 | i | 19 | 0 | 8 | COc1ccc(NC(=O)C2CCCCN2S(=O)(=O)c2ccc(F)cc2)c(OC)c1 (configuration not stated)
nt | 11 | -3 | -0.3 | -3 | 33* | i | 14 | 2 | -7 | CS(=O)(=O)c1ccc(Nc2nc(C(N)Cc3ccc(Cl)cc3)cs2)cc1 (configuration not stated)
-12 | -4 | 4 | 1.0 | 2 | -15 | i | 3 | -1 | -6 | CC(=O)/C(=N\Nc1ccccc1Cl)Sc1nnc(-c2ccccc2)n1-c1ccccc1
1 | -5 | -4 | -1.0 | 1 | -20 | i | -7 | 13 | -7 | CC(=O)Nc1ccc(NC=C(C#N)C#N)cc1
-6 | 5 | 4 | -0.6 | -2 | -1 | i | 34 | -2 | -3 | COc1cc(CC(=O)OCC(=O)Nc2ncc(Cl)cc2Cl)cc(OC)c1OC

High-throughput results (PubChem)

The order is random; 3.9% or so of the library scored in one or more.
